CCR6 antag = blocks CCL20-driven beta-arrestin recruitment at human CCR6; inhibition, % at 20 µM; AID 493098; P51684; 340,000 compounds, 0.49% hits; CHO-K1 CCR6 PathHunter beta-arrestin, luminescence, CCL20-stimulated;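 active = compounds whose inhibition of the agonist-driven luminescence signal at 20 µM reaches about 50%, limit read from the data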;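 note: cells stimulated with CCL20 at 14 nM final; plate controls were DMSO with CCL20 for no effect and DMSO without agonist for full effect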
Target sequence (P51684 whole entry, looked up): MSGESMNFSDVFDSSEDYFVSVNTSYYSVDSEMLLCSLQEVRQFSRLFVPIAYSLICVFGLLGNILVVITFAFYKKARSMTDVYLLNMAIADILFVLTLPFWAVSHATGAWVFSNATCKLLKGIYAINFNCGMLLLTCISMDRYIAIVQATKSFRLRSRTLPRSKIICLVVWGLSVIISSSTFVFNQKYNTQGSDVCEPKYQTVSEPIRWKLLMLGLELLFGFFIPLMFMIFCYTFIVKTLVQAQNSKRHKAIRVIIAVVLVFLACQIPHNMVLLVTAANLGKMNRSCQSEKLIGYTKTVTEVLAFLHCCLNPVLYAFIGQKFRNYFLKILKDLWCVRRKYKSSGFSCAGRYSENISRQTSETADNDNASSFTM
EBI2 antag = antagonists of human EBI2 receptor; 360,000 compounds, 0.81% hits; inhibition, % at 5 µM; AID 651636; P32249; EBI2 beta-arrestin recruitment, luminescence, 7a,25-OHC stimulated; in the data active = inhibition above about 38%;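 note: enzyme fragment complementation signal reports receptor beta-arrestin coupling in cells; 0% = agonist plus DMSO wells and 100% = wells without agonist; some results beyond the cut were filed as inactive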
UBC13 inh = blocks human UBC13 polyubiquitin chain formation; P61088; TR-FRET; inhibition, % at 20 µM; 330,000 compounds, 0.47% hits; AID 485273; in the data active = inhibition above about 45%, passing the limit was not always enough; inconclusive = no clear call, values can overlap the other calls
APJ antag = antagonists of human APJ apelin receptor; P35414; inhibition, % at 20 µM; 330,000 compounds, 0.32% hits; CHO-K1 APJ beta-arrestin complementation, luminescence; AID 2521;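 active = inhibition above about 40% at 20 µM, limit read from the data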;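 note: cells challenged with 10 nM apelin-13 agonist together with compound; plate controls were apelin-13 plus DMSO wells for no effect and DMSO wells lacking apelin-13 for full effect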
Target sequence (P35414 whole entry, looked up): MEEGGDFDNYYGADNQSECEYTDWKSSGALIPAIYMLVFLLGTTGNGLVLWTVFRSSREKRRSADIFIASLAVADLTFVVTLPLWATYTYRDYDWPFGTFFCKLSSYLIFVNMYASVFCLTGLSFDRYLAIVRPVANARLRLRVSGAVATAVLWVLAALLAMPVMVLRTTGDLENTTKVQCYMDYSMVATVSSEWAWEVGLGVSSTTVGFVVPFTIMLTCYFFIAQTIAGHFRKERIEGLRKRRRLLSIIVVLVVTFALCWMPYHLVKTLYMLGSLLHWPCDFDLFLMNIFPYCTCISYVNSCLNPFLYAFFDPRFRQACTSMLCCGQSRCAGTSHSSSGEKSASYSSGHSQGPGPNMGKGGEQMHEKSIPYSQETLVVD
Gli-Sufu block = antagonists of Gli-Sufu signaling; 340,000 compounds, 0.74% hits; Sufu-KO-LIGHT fibroblasts, Gli luciferase reporter luminescence; inhibition, % at 5 µM; AID 588413;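 active = inhibition above about 55%, limit read from the data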;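 note: 0% = DMSO-treated cells and 100% = wells with medium but no cells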
Jurkat NFkB inh = inhibitors of the PMA/ionomycin-induced NF-kB reporter in Jurkat cells; inhibition, % at 4 µM; 330,000 compounds, 0.53% hits; PMA/ionomycin-induced NF-kB luciferase reporter, luminescence; in the data active = inhibition above about 50%
697 NFkB inh = inhibitors of the PMA/ionomycin-induced NF-kB reporter in 697 B cells; 330,000 compounds, 0.33% hits; inhibition, % at 4 µM; 697 B-cell NF-kB luciferase reporter, 16 h; AID 435022; in the data active = inhibition above about 35%
CXCR6 inh = CXCR6 (human) receptor inhibition; O00574; CHO-K1 PathHunter CXCR6 beta-arrestin, luminescence; inhibition, % at 20 µM; 360,000 compounds, 0.36% hits; in the data active = inhibition above about 34%, passing the limit was not always enough;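 note: antagonist mode with CXCL16 agonist at 10 nM final; 0% = 10 nM CXCL16 with DMSO and 100% = unstimulated wells without agonist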
Target sequence (O00574 whole entry, looked up): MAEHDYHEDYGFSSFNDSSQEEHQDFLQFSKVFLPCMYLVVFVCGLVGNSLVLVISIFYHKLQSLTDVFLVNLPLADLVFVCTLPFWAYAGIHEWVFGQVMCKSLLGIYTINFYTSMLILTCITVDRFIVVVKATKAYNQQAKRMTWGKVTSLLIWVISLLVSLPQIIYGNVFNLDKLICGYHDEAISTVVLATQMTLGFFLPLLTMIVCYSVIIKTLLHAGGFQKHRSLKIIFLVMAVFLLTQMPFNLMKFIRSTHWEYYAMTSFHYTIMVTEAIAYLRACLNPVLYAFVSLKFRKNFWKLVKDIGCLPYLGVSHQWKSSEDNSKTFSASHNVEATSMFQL
* = called active by the depositor; ? = inconclusive; / = not tested or not shown.

SMILES | CCR6 antag | EBI2 antag | UBC13 inh | APJ antag | Gli-Sufu block | Jurkat NFkB inh | 697 NFkB inh | CXCR6 inh
O=[N+]([O-])c1ccc(CC(Cl)c2ccccn2)cc1 (centres undefined) | 8 | -4 | / | / | -38 | / | / | -3
COc1cc(/C=C/C(=O)O)cc2c1OCCO2 | 8 | 6 | 12 | -6 | 6 | 5 | 17 | 6
CCOc1ccc(C(C)=O)cc1COC(=O)CNC(=O)C12CC3CC(CC(C3)C1)C2 | 11 | 15 | 8 | -1 | -1 | 14 | -3 | -17
CCc1nnc(NC(=O)CCC(=O)N2CCN(C3CCCCC3)CC2)s1 | 10 | -10 | 5 | 16 | 3 | 5 | 24 | 4
O=C(N/N=C/C1=C(N2CCOCC2)C(=C\c2ccccc2)/CC1)Nc1ccccc1 | 2 | 28 | 3 | 15 | -2 | -8 | -59 | -8
COc1ccccc1N1CCN(C(=O)C2CCCO2)CC1 (centres undefined) | -5 | -6 | -1 | 2 | 3 | 11 | 11 | -8
N#Cc1nc(Cc2ccccc2)oc1NCc1ccccc1Cl | 14 | 15 | 13 | -8 | -2 | 12 | -8 | -7
COc1ccc(C)cc1NC(=O)c1ccoc1C | 3 | -7 | -5 | 3 | 0 | 1 | 3 | 10
COc1ccc(NC(=O)c2ccco2)cc1NC(=O)c1ccccc1 | 10 | 0 | 6 | 8 | -47 | 2 | 9 | 5
Cc1cccc(NC(=O)CN2CCN(C(=O)c3cnn(Cc4ccccc4)c3)CC2)c1C | 11 | -9 | -2 | 6 | -3 | -1 | 8 | 2
COC(=O)c1ccccc1N1C(=O)C2C(C1=O)[C@H]1C=C[C@@H]2C1 (some centres undefined) | 5 | -10 | 6 | 3 | -2 | 6 | 20 | 1
COC(=O)c1ccccc1NC(=O)c1cccc(NC(=O)C(C)C)c1 | -5 | -4 | ? | -1 | -7 | -12 | -10 | -2
O=C1C2C3C=CC(C3)C2C(=O)N1c1ncn[nH]1 (centres undefined) | -23 | -18 | 0 | 20 | 5 | 9 | 16 | -6
OCC1(Cc2cccc(Cl)c2)CCCN(Cc2ccc(F)c(F)c2)C1 (centres undefined) | 16 | 10 | 4 | -9 | 29 | -1 | -14 | -9
CC#CCOC(=O)c1c(C)nc2sc3c(c2c1N)CCC(O)C3 (centres undefined) | 1 | 2 | 9 | 9 | 1 | -16 | -22 | -2
CCCCN(C(=O)C(C)Oc1ccc(Br)cc1)c1c(N)n(Cc2ccccc2)c(=O)[nH]c1=O (centres undefined) | 5 | 9 | -9 | 4 | 16 | -1 | 9 | -1
COc1ccc(S(=O)(=O)N2CCOC2CNC(=O)C(=O)NCCc2ccc(OC)c(OC)c2)cc1 (centres undefined) | 3 | -8 | 6 | 9 | 23 | -6 | -7 | -8
Cc1cccc(C(=O)NCC(c2ccc(F)cc2)N2CCOCC2)c1 (centres undefined) | -8 | 3 | -6 | -18 | 5 | 4 | 20 | 4
CCOC(=O)Nc1cc(=O)c2ccccc2o1 | -12 | 1 | 10 | 20 | -5 | 20 | -30 | -3
CCCCC[C@@H]1C=C(C(=O)O)[C@H](c2ccc(CC)cc2)N1S(=O)(=O)c1ccc(C)cc1 | -2 | 3 | -25 | 4 | 5 | 2 | -11 | 3
COc1ccc(C(=O)N2CCC2)cc1S(=O)(=O)NCc1ccc(Cl)cc1 | 0 | 4 | 15 | -6 | -7 | 5 | 7 | 6
COc1cc(/C=N/NC(=O)c2cc(-c3cccc(Br)c3)nc3ccccc23)cc(OC)c1O | 2 | 15 | -1 | -3 | 1 | -10 | 9 | 2
COc1ccc(OC)c(Cc2cnc3nc(N)nc(N)c3c2C)c1 | 7 | -1 | / | / | 63* | / | / | -5
Cn1c(=O)c2nc3ccccc3nc2n(C)c1=O | 10 | 11 | -36 | -17 | -5 | 6 | -1 | -8
CCOC(=O)c1ccc(NC(=O)CSCC(=O)OCC(=O)c2ccccc2)cc1 | -11 | 13 | 0 | 1 | -6 | 5 | 15 | 4
Cc1nn2c(=O)c(NC(=O)c3ccc(Cl)cc3)cnc2s1 | 4 | -1 | -10 | -12 | -26 | -20 | -2 | -2
Cc1ccncc1C(N)=O | -1 | 11 | 5 | 1 | 3 | 7 | 0 | -6
Cc1noc(C)c1COc1ccccc1C(=O)NCCOc1ccccc1F | -1 | 4 | 13 | 14 | -6 | -4 | 2 | 3
CN(C)C(=O)c1cc(C(=O)c2ccc(Cl)cc2Cl)c[nH]1 | 2 | -8 | 4 | 4 | 33 | -3 | -65 | -6
CC1(NC(=O)NCc2ccco2)CCS(=O)(=O)C1 (centres undefined) | -1 | -2 | 0 | -26 | -10 | 9 | 8 | -2

7 structures already listed, arranged by molar mass, descending:
SMILES | CCR6 antag | EBI2 antag | UBC13 inh | APJ antag | Gli-Sufu block | Jurkat NFkB inh | 697 NFkB inh | CXCR6 inh
COc1ccc(S(=O)(=O)N2CCOC2CNC(=O)C(=O)NCCc2ccc(OC)c(OC)c2)cc1 (centres undefined) | 3 | -8 | 6 | 9 | 23 | -6 | -7 | -8
Cc1cccc(NC(=O)CN2CCN(C(=O)c3cnn(Cc4ccccc4)c3)CC2)c1C | 11 | -9 | -2 | 6 | -3 | -1 | 8 | 2
CCOC(=O)c1ccc(NC(=O)CSCC(=O)OCC(=O)c2ccccc2)cc1 | -11 | 13 | 0 | 1 | -6 | 5 | 15 | 4
COc1ccc(C(=O)N2CCC2)cc1S(=O)(=O)NCc1ccc(Cl)cc1 | 0 | 4 | 15 | -6 | -7 | 5 | 7 | 6
CC#CCOC(=O)c1c(C)nc2sc3c(c2c1N)CCC(O)C3 (centres undefined) | 1 | 2 | 9 | 9 | 1 | -16 | -22 | -2
COc1ccc(OC)c(Cc2cnc3nc(N)nc(N)c3c2C)c1 | 7 | -1 | / | / | 63* | / | / | -5
Cc1ccncc1C(N)=O | -1 | 11 | 5 | 1 | 3 | 7 | 0 | -6

Following part:
SMILES | CCR6 antag | EBI2 antag | UBC13 inh | APJ antag | Gli-Sufu block | Jurkat NFkB inh | 697 NFkB inh | CXCR6 inh
CCn1c(Cc2cccs2)nnc1SCC(=O)NC1CC1 | -8 | 10 | 1 | -3 | -4 | 1 | -1 | -5
Cc1ccc(COCC(CC(C)C)N2CCN(C(=O)c3cccc(C(F)(F)F)c3)CCC2=O)cc1 (centres undefined) | -6 | -1 | 3 | 7 | -4 | -3 | 22 | 4
CC(C)(C)NC(=O)COC(=O)c1ccc(S(=O)(=O)N2CCCCCC2)cc1 | 0 | 9 | 1 | -15 | -6 | -2 | 13 | 1
COc1cccc(/C=C2\N=C(C3CCCCC3)OC2=O)c1OC | 6 | -1 | 15 | 21 | -18 | 3 | 21 | 9
COc1cccc(C(=O)N2CCN(C3CCC(c4ccccc4)CC3)CC2)c1 (centres undefined) | 6 | 12 | / | / | 7 | / | / | -15
O=C(Nc1ccccn1)c1cccc(S(=O)(=O)N2CCCc3ccccc32)c1 | 24 | 7 | 7 | -1 | -2 | -8 | 13 | 2
CCc1nnc(NC(=O)c2cc(S(=O)(=O)N3CCCCC3)ccc2N2CCOCC2)s1 | 10 | -9 | -6 | -27 | -22 | 3 | 5 | -9
CCN(C[C@H]1N[C@@](Cc2ccccc2)(C(=O)OC)[C@H]2C(=O)N(C)C(=O)[C@@H]12)C(=O)c1ccc(C)cc1 | 2 | 3 | -6 | -4 | -11 | 5 | 2 | 1
COc1ccc(C(=O)COC(=O)c2nn(C)c(=O)c3ccccc23)c(OC)c1 | 14 | 6 | -6 | 16 | 0 | -16 | 6 | 1
COc1ccc2c(CC(=O)OCC(=O)Nc3cc(C)c(C)cc3[N+](=O)[O-])coc2c1 | 12 | -7 | 0 | -1 | -3 | 1 | -2 | -4
Cc1cc(N2CCOCC2)nc(N)n1 | 1 | -8 | -10 | -6 | -23 | -13 | 10 | -1
Cc1c(C)[n+](=O)c(-c2ccc(F)cc2)c(C)n1[O-] | -11 | 0 | -7 | 2 | -16 | 4 | -2 | -2
C=CCC1NS(=O)(=O)OC(CCCC)C1O (centres undefined) | -8 | -13 | -8 | -23 | -4 | 14 | 6 | -5
CO/N=C/NC(=O)NOCc1ncc(C(F)(F)F)cc1Cl | -6 | -2 | -1 | 3 | 11 | -11 | 14 | -7
COC(=O)c1cc2occc2n1Cc1nc(-c2ccccc2C)oc1C | 9 | 7 | 0 | -2 | 1 | 0 | -2 | 0
CCOC(=O)CSc1nnc(Cc2cc(=O)[nH]c(=O)[nH]2)n1-c1ccc(Cl)cc1 | -7 | -7 | -3 | -56 | 0 | 8 | 7 | -3
Cc1snc(SCc2ccc(Cl)cc2)c1C#N | 19 | 3 | 6 | 10 | 0 | -1 | -8 | -3
O=C(CSc1ccc(-c2ccccc2)nn1)N1CCCCC1 | 4 | -8 | -2 | 4 | -28 | -24 | -8 | 0
CCCCOc1ccc(C(C)NC(=O)CCS(=O)(=O)Cc2ccccc2Cl)cc1 (centres undefined) | 6 | -3 | -6 | -4 | -13 | -14 | -3 | 6
CCCCn1c(N)c(N(CCOC)C(=O)C2CCN(c3ncnc4sc(C)c(C)c34)CC2)c(=O)[nH]c1=O | 5 | 0 | 0 | 1 | -5 | 0 | -2 | 0
CCOc1ccc(NC(=O)CSC2=NCCN2)cc1 | 3 | -6 | 4 | 21 | -12 | 12 | 14 | 2
CSCCC(NC(=O)c1cccc(C)c1)C(=O)Nc1sccc1C(N)=O (centres undefined) | 9 | 10 | 11 | -36 | -3 | -8 | -12 | 5
Cc1ccccc1OCc1nc2c3cnn(C)c3ncn2n1 | 3 | 5 | -19 | 10 | -68 | -19 | -76 | -3
O=C(CSCc1ccc([N+](=O)[O-])cc1)NN=C1CCCCCC1 | -4 | -5 | 91* | 0 | / | -2 | 16 | -1
Cc1ccc(C(=O)O)cc1NC(=S)NC(=O)c1ccc(-c2ccccc2)cc1 | 18 | 14 | -17 | 4 | 4 | -19 | -58 | 7
COc1ccc(CN2CCNC(=O)C2CC(=O)NCc2cn[nH]c2-c2ccccc2)c(F)c1 (centres undefined) | 11 | 9 | 7 | 11 | -13 | 7 | 12 | 0
CCc1nn2c(=O)c(S(=O)(=O)Nc3ccc(Cl)cc3)c(C)nc2s1 | -2 | -9 | -10 | 13 | 5 | 4 | 6 | -6
COCCN(C(=O)COC(=O)c1cccs1)c1c(N)n(Cc2ccccc2)c(=O)[nH]c1=O | 9 | -4 | 0 | 25 | 2 | 7 | 5 | -3
C=C(C)Cn1c(SCC(=O)O)nnc1-c1ccc(OC)cc1 | -8 | 0 | 8 | 0 | -5 | 2 | 15 | -10
Cc1c(C(=O)Nc2cccc3cccnc23)oc2ccccc12 | 3 | 26 | 6 | -10 | -24 | -29 | -21 | -12
O=C(CCC(=O)OCc1cccc([N+](=O)[O-])c1)Nc1ccc(F)cc1 | 1 | -8 | -11 | -13 | 29 | -4 | 2 | -5
O=C(CC(c1ccccc1)(c1ccccc1)c1ccccc1)N[C@@H](Cc1ccc(O)cc1)C(=O)O | 5 | -9 | -9 | -40 | -23 | 9 | 4 | 6
O=C1Nc2c(Br)cc(Br)c3cccc1c23 | -2 | -1 | 3 | 9 | 4 | 15 | 20 | -4
CCc1cc(=O)oc2c3c(cc(OCC(=O)NCCCCCC(=O)O)c12)OC(C)(C)CC3 | 12 | -16 | 14 | -17 | 6 | -14 | -1 | 2
Cc1ccc(S(=O)(=O)N2CCN(C(=O)CC(C)n3nc(C)c(Cl)c3C)CC2)cc1 (centres undefined) | 5 | 14 | -10 | 16 | -8 | 3 | 1 | -7
COc1ccc(N2CCN(C(=O)c3ccc(Oc4ccc(C(F)(F)F)cn4)cc3)CC2)cc1 | 0 | 19 | -3 | 4 | 13 | 28 | -14 | -8
C[C@H](CO)N1C[C@H](C)[C@@H](CN(C)C(=O)NC2CCCCC2)Oc2ccc(NS(=O)(=O)c3cccs3)cc2C1=O | -6 | -4 | -5 | 8 | -7 | -11 | 7 | -12
Cc1cccc(OCc2nnc(SCC(=O)c3cccs3)n2C)c1C | -8 | 6 | -8 | -1 | 0 | -8 | -10 | 1
CCC(C)(C)NC(=O)C(c1ccc(C)cc1)N(CC1CCCO1)C(=O)CNC(=O)c1cccs1 (centres undefined) | -1 | 0 | -2 | 13 | 2 | -9 | -18 | -5

Source: PubChem (Sanford-Burnham Center for Chemical Genomics)
